# TRPC6 act: activates the mouse TRPC6 cation channel | HEK293-TRPC6 membrane potential dye fluorescence; stronger effect = higher value | B-score at 10 µM | AID 2550 | 0.13% of 310,000 active;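 active = B-score of the integrated fluorescence ratio above library mean plus 3 SD, and starting fluorescence ratio within library mean plus 5 SD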;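 note: higher score means more depolarization so channel activation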
# Target sequence (Q61143 whole entry, looked up): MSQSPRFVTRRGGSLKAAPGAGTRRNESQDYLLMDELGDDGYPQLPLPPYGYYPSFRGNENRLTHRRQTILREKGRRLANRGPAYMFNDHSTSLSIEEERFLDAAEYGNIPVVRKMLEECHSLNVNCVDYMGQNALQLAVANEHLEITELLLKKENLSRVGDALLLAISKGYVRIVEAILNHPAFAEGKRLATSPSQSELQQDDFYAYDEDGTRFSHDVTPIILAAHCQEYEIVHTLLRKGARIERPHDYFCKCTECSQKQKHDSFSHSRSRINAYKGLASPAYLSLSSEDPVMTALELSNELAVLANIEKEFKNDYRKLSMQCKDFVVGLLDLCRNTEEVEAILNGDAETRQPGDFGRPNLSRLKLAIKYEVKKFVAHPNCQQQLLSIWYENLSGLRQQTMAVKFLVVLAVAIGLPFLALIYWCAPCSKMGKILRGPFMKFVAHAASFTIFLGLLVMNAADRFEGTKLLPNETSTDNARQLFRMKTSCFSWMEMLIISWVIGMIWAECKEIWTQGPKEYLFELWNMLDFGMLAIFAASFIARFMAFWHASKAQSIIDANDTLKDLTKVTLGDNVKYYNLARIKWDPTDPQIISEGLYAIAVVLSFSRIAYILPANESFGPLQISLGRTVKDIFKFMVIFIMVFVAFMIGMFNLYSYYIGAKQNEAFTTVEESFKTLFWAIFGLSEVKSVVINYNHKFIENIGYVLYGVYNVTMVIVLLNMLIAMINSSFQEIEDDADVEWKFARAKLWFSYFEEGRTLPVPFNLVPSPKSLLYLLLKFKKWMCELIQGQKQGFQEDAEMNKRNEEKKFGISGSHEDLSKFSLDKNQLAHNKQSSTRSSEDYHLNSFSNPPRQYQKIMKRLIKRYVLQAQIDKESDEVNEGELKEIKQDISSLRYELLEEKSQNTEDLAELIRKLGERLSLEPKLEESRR
# MrgX1 agonist: activates human MrgX1 receptor signaling; Q96LB2; MrgX1-HEK293 cells, Fluo-4 calcium fluorescence, agonist mode; stronger effect = higher value; B-score at 10 µM; 0.44% of 310,000 active; AID 588627;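 active = calcium response B-score plate-corrected fluorescence ratio at least 3 library SD, with starting fluorescence B-score inside 5 SD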
#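 Material: MrgX1-expressing HEK293 cells; input: 15,000 cells per well; doses: test compound given as first of three sequential additions; schedule: overnight plating before 1 h dye loading; technique: Fluo-4 NW calcium-flux fluorescence, kinetic read; evaluation: baseline-normalised fluorescence change ratio, B-scored; control set: plate-wise positive and negative controls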
# TRPC4 inh: inhibitors of mouse TRPC4 channel. HEK293 TRPC4beta/mu-opioid, DAMGO-evoked Fluo4 calcium flux; stronger effect = lower value. B-score at 10 µM. 0.39% of 300,000 active. AID 2247;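 active = B-score over 3 SD under the library average, no early fluorescence shift, positive overall ratio signal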
#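 Assay system: Stable TRPC4beta/mu-opioid receptor HEK293 cells | Reagent: DAMGO in two steps, submaximal then maximal | Compound dosing: Single concentration per test compound | Signal: Fluo4 Ca2+ flux fluorescence | Evaluation: Per-well B score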
# TMEM16A inh: mouse TMEM16A channel inhibition, primary screen | AID 588511 | 1.2% of 310,000 active | Q8BHY3 | HEK293 TMEM16A/YFP iodide influx fluorescence, ionomycin | normalized B-score (activity score, 25-100; higher = stronger inhibition) at 10 µM;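 active = ratio plate-corrected score three or more library SD toward inhibition, starting fluorescence score within five deviations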;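 note: score derived from kinetic fluorescence span divided by baseline fluorescence per well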
# SKKanGAS inh: inhibitors of SKKanGAS S. pyogenes growth in kanamycin (SK-promoter or general growth effect). BacTiter-Glo, 6 h. inhibition, % at 7.5 µM. 1.3% of 300,000 active;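 active = mean replicate score, as percent of positive control median, at least 50; inconclusive = mean below 50 but one replicate at or above 50; inactive = mean and every replicate below 50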;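 note: strain carries kanamycin resistance gene driven by streptokinase promoter and grows in 40 µg/ml kanamycin; loss of luminescence reflects streptokinase promoter inhibition or plain growth inhibition; 0% = median of DMSO wells and 100% = positive control at its reference dose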
# TRPC4 potent: allosteric potentiators of mouse TRPC4 channel; Q9QUQ5; HEK293 TRPC4beta/mu-opioid, DAMGO EC20, Fluo-4 Ca2+ flux; stronger effect = higher value; B-score at 10 µM; 0.42% of 310,000 active; AID 2227;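 active = B-score of calcium response area above 5 SD of library B-scores, with initial fluorescence ratio within 5 SD of library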;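 note: B-score of integrated fluorescence ratio over time as area under calcium response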
# TRPC6 inhibitor: inhibitors of mouse TRPC6 channel. Q61143. HEK293-TRPC6, membrane potential dye, ACh-evoked depolarization; stronger effect = lower value. B-score at 10 µM. 1.1% of 310,000 active;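 active = B-score under library mean minus 3 SD, initial fluorescence not abnormally high, positive integrated signal ratio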;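 note: B-score derived from integrated fluorescence ratio over the kinetic read; more negative B-score means stronger inhibition of depolarization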
# MrgX1 allo act: human MrgX1 positive allosteric modulation, primary screen | B-score at 10 µM | Q96LB2 | 0.63% of 310,000 active | MrgX1-HEK293, Fluo-4 calcium flux, FDSS; stronger effect = higher value;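 active = plate-corrected calcium response at least 3 library SD above typical, normal starting fluorescence, not activating the receptor alone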;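 note: compound read alongside a low EC10 to EC30 dose of BAM8-22 agonist; peak minus trough fluorescence over baseline measured at the second addition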
# MrgX1 antagonist: blocks BAM8-22 activation of human MrgX1 receptor | Q96LB2 | MRGX1-HEK293 calcium flux, Fluo-4, BAM8-22 antagonism; stronger effect = lower value | 1.3% of 310,000 active | B-score at 10 µM;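 active = calcium-response B-score plate-corrected more than 3 library SD below zero, starting fluorescence within 5 deviations, no agonist response on first addition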;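 note: peak minus trough fluorescence over baseline after final BAM8-22 challenge near maximal dose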
# TRPC4 agonist: activators of mouse TRPC4 channel; Q9QUQ5; HEK293 TRPC4beta/mu-opioid, Fluo4 calcium fluorescence; stronger effect = higher value; B-score at 10 µM; 0.49% of 310,000 active; AID 2237;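 active = B-score above 5 SD of library B-scores, and initial fluorescence ratio not above library mean plus 5 SD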;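 note: positive B-score marks a calcium rise read as TRPC4 activation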
#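 Incubation: 45 min room-temperature Fluo4 loading, 110 s read / System: HEK293 cells stably co-expressing mouse TRPC4beta and mu-opioid receptor / Signal: Fluo4 fluorescence, kinetic / Control set: buffer (low) and maximal DAMGO (high) / Measure: integrated baseline-normalised fluorescence ratio, converted to per-well B score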
# ANO1 activ: mouse TMEM16A channel activation, primary screen; Q8BHY3; HEK293 TMEM16A/YFP-H148Q/I152L, iodide quench fluorescence; stronger effect = lower value; B-score at 10 µM; 0.3% of 340,000 active;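 active = fluorescence-ratio B-score plate-corrected deviation score at least 3 library SD below zero, with starting fluorescence score within 5 deviations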;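 note: channel opened by trigger with iodide after compound preincubation; score built on the fluorescence ratio of max minus min over baseline; more negative score means more quench and so TMEM16A activation or potentiation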
# The depositor's hits bear a star; i = inactive; ? = inconclusive; / = not tested or not shown; & = joins results of further samples.
SMILES,TRPC6 act,MrgX1 agonist,TRPC4 inh,TMEM16A inh,SKKanGAS inh,TRPC4 potent,TRPC6 inhibitor,MrgX1 allo act,MrgX1 antagonist,TRPC4 agonist,ANO1 activ
CC(C)c1ccc(NC(=O)C2CCN(c3ncnc4c3nc3n4CCCCC3)CC2)cc1,i,i,i,i,2,i,i,i,i,i,i
Cc1ccc(Cn2nc(C)c(/C=N/NC(=O)c3cccnc3)c2C)cc1,i,i,i,i,-8,i,i,i,i,i,i
CCC(c1nnnn1Cc1ccc(F)cc1)N1CCN(C)CC1 (stereo unspecified),i,i,i,i,6,i,i,i,i,i,i
CCN1C(=O)c2ccc(C(=O)NCc3ccc4c(c3)OCO4)cc2C1=O,i,i,i,i,1,i,i,i,i,i,i
COc1ccc(C(CC(=O)O)NC(=O)c2ccco2)cc1 (stereo unspecified),i,i,i,i,-4,i,i,i,i,i,i
CCCC(=O)N/N=C1\CS(=O)(=O)N(C)c2ccsc21,i,i,i,i,-3,i,i,i,i,i,i
O=C(O)CCN=C1CCc2ccccc2N1,i,i,i,i,-7,i,i,i,i,i,/
COc1ccc(C(=O)NCC(=O)OCn2nnc3ccccc3c2=O)cc1OC,i,i,i,i,-3,i,i,i,i,i,/
Cc1ccc2c(c1)CCCN2C(=O)NC1CCCCC1,i,i,i,i,7,i,-6.9*,i,i,i,i
N#Cc1ccccc1NC(=O)COC(=O)CSc1nc2ccccc2o1,i,i,i,i,2,i,i,i,i,i,i
O=C(O)c1cccnc1Cl,i,i,i,i,-3,i,i,i,i,i,i
C/C(N)=C(/C#N)C(=O)COC(=O)CNS(=O)(=O)c1ccc(C)cc1,i,i,i,i,-1,i,i,i,i,i,i
COc1ccccc1/C=C1\SC(=O)N(CC(=O)NCCCn2ccnc2)C1=O,i,i,i,i,-6,i,i,i,i,i,i
COc1ccc(-c2csc(CCN3N=C(C)CC3=O)n2)cc1,i,i,i,i,15,i,i,i,i,i,i
CNC(=O)CN1C(=O)NC2(CCc3ccccc32)C1=O (stereo unspecified),i,i,i,i,-5,i,i,i,i,i,i
OCC[C@H]1C[C@@H](O)[C@H](O)[C@]2(Cc3ccccc3CCO2)O1,/,i,/,i,/,/,/,i,i,/,i
O=C1CC(c2ccccc2)=NN1c1nc(-c2ccccc2)cs1,i,i,i,i,?,i,i,i,i,i,i
NC(=O)c1cc2ccccc2o/c1=N\NC(=O)c1ccco1,i,i,i,i,6,i,i,i,i,i,i
CCCN1CCc2nc(SCC(=O)Nc3ccc(C)c(Cl)c3)[nH]c(=O)c2C1,i,i,i,i,1,i,i,i,i,i,i
CCCn1nc2cc(C(=O)NC3CCc4ccccc43)ccc2c1OCC (stereo unspecified),i,i,i,i,5,i,i,i,i,i,i
CC(=O)Oc1ccc(/C=C2/SC(=S)N(Cc3ccccc3)C2=O)cc1,i,i,i,i,20,i,i,i,i,i,i
C[n+]1ccccc1/C=N/O,i,i,i,i,-1&-2,i,i,i,i,i,i
NC(=O)CC(NC(=O)c1cccc(Br)c1)c1ccc(N2CCN(c3ccc(F)cc3)CC2)c([N+](=O)[O-])c1 (stereo unspecified),i,i,i,i,11,i,i,i,i,i,i
CCCCc1nnc(NC(=O)COc2ccc3c(C)cc(=O)oc3c2)s1,i,i,i,i,-1,i,i,i,i,i,/
COc1cccc(NC(=O)CC2C(=O)NC3CCCCC3N2C(=O)c2ccc(F)cc2)c1 (stereo unspecified),i,i,i,i,0,i,i,i,i,i,i
CC(O)c1nc2ccccc2n1CCCc1ccccc1 (stereo unspecified),i,i,i,i,-5,i,i,i,i,i,i
Cc1cc(NC(=O)CSc2ccc(-c3cccc([N+](=O)[O-])c3)nn2)no1,i,i,i,i,0,i,i,i,i,i,i
COc1ccccc1CNC(=O)C1CCCN(c2cnccn2)C1 (stereo unspecified),i,i,i,i,-4,i,i,i,i,i,i
COc1ccc(N2CC(NC(=O)NCCC(C)C)CC2=O)cc1 (stereo unspecified),i,i,i,i,-10,i,i,i,i,i,i
COC(=O)C(C)N(c1ccc(OC)cc1)S(C)(=O)=O (stereo unspecified),i,i,i,i,-5,i,i,i,i,i,i
O=C(O)/C(=C\c1cccs1)c1ccc(F)cc1,i,i,i,i,-4,i,i,i,i,i,i
Cc1ccc(NC(=O)CSc2nnc3n2CCCCC3)cc1,i,i,i,i,3,i,i,i,i,i,i
O=C(O)C1OC(C(=O)O)C2C1C(F)(F)C2(F)F (stereo unspecified),i,i,i,i,2,i,i,i,i,i,i
N/C(=N\OC(=O)/C=C/c1ccccc1)c1ccc(Cl)cc1,i,i,i,i,48,i,i,i,i,i,i
O=C(CN1C(=O)NC2(CCOc3ccccc32)C1=O)c1ccc(Cl)cc1 (stereo unspecified),i,i,i,i,0,i,i,i,i,i,i
CCC(C)NCCOCCOc1ccc(Cl)c2ccccc12 (stereo unspecified),i,i,i,i,-5,i,i,i,i,i,i
Cn1c(=O)oc2cc(S(=O)(=O)N3CCN(c4ccccc4)CC3)ccc21,i,i,i,i,7,i,i,i,i,i,i
COc1ccc(-c2nnc(SC(C)C#N)o2)cc1 (stereo unspecified),i,i,i,i,-2,i,i,i,i,i,i
O=C(Nc1cc2c(=O)n(-c3ccc(Oc4ccccc4)cc3)ccc2oc1=O)c1ccccc1,i,i,i,i,-2,i,i,i,i,i,i
CCc1ccc(NC(=O)COC(=O)C2(c3ccc(Cl)cc3)CCCC2)cc1,i,i,i,i,25,i,i,i,i,i,i
CC(C)N(Cc1nc(-c2ccccc2)no1)C(=O)Cc1ccccc1,i,i,i,i,-4,i,i,i,i,i,i
CC1CCCCN1S(=O)(=O)c1ccc(C(=O)Nc2nnc(-c3cccs3)o2)cc1 (stereo unspecified),i,49*,i,i,100*,i,i,i,i,74*,i
CN(C(=O)/C=C/c1ccc2c(c1)OCO2)c1ccccc1,i,i,i,i,-7,i,i,9.1*,i,i,i
Cn1nc(OC(=O)Nc2ccc(Cl)cc2)cc1C(F)(F)F,i,i,i,i,3,i,i,i,i,i,/
Cc1cc(OCC(=O)c2ccc(F)cc2)ccc1N1C(=O)CCC1=O,i,i,i,i,0,i,i,i,i,i,i
CN(Cc1ccccc1)S(=O)(=O)c1ccc2c(c1)n(C)c(=O)n2C,i,i,i,i,2,i,i,i,i,i,i
CCN(CC)CCN1C(=O)C(O)=C(C(C)=O)C1c1ccc(OC)c(OC)c1 (stereo unspecified),i,i,i,i,-7,i,i,i,i,i,i
O=C(Nc1ccccc1F)c1ccc([N+](=O)[O-])s1,i,i,i,i,14,i,i,i,i,i,i
COc1ccc(F)cc1S(=O)(=O)NCC(c1ccco1)N1CCc2ccccc2C1 (stereo unspecified),i,i,i,i,8,i,i,i,i,i,i
O=c1[nH]c(=O)n(Cc2ccccc2)c2c1C(C(F)(F)F)(C(F)(F)F)N=C(c1ccco1)N2,i,41*,i,i,-1,i,i,i,i,i,i

# (continued)
SMILES,TRPC6 act,MrgX1 agonist,TRPC4 inh,TMEM16A inh,SKKanGAS inh,TRPC4 potent,TRPC6 inhibitor,MrgX1 allo act,MrgX1 antagonist,TRPC4 agonist,ANO1 activ
N#CC1=C(S)N(c2ccccc2)C(c2ccc(-c3cc(Cl)ccc3Cl)o2)NC1=O (stereo unspecified),i,i,i,i,0,i,i,i,i,i,i
Cc1cccnc1N1C(=O)c2ccc(C(=O)O)cc2C1=O,i,i,i,i,-8,i,i,i,i,i,i
CCN(CC)CCNC(=O)c1ccc2c(c1NCCO)C(=O)c1ccccc1C2=O,i,i,i,i,51*,i,i,i,i,i,/
S=c1[nH]nc(-c2ccccc2)n1/N=C/c1c[nH]c2ccccc12,i,i,i,i,-1,i,i,i,i,i,i
CCC(C)n1cnc2c(=O)oc3ccccc3c21 (stereo unspecified),i,i,i,i,0,i,i,i,i,i,i
CCC(=O)Nc1nc2cc(OC)ccc2s1,i,i,i,i,-4,i,i,i,i,i,i
N#C/C(=C\c1c[nH]c2ccccc12)C(=O)NCC1CCCO1 (stereo unspecified),i,i,i,i,-8,i,i,i,i,i,i
O=C(COc1ccc(S(=O)(=O)N2CCCC2)cc1)NCc1ccccn1,i,i,i,i,-3,i,i,i,i,i,i
COc1ccccc1C(=O)N1CCN(c2ccccn2)CC1,i,i,i,i,-4,i,i,i,i,i,i
c1ccc(-c2nnc(C(c3ccccc3)c3ccccc3)o2)cc1,i,i,i,i,4,i,i,i,i,i,i

# Compound activity deposited in PubChem by several laboratories.

# Rows are unselected (roughly 6.7% active in at least one column).
